Source: PubChem (National Center for Advancing Translational Sciences (NCATS))
p53ts 39C kill: kills p53ts cells at the nonpermissive temperature | H1299-p53A138V viability at 39C, ATP luminescence, 24 h | Potency, µM (titrated, usually from 46.1 µM), for the others: top-dose activity change, negative = cell killing, most hits filed as cytotoxic | 130,000 compounds, 1.5% hits; further: nearly all actives have a fitted effect of over 55% in size
p53ts 32C tox: cytotoxicity in p53ts cells at permissive temperature; AID 924; Potency, µM (series often up to 46.1 µM), for inactives: at the highest dose activity change, negative = cytotoxicity, actives largely listed as cytotoxic; 130,000 compounds, 0.93% hits; H1299-p53A138V at 32C, ATP luminescence viability, 24 h;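 further: 0% = DMSO and -100% = full killing by reference compound; nearly all actives have a fitted effect of over 55% in size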
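Viability by ATPlite luminescence after 24 h compound treatment (up to 46 uM) at the permissive 32C. Cells are H1299 carrying p53 A138V. Scale runs from DMSO basal to 100 uM tamoxifen as full kill; AC50 from Hill fits.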
IkB signaling: IkB pathway inhibition in ABC-DLBCL cells | ABC-DLBCL IkBa-CBG/CBR dual luciferase ratio, 4 h; response scale: scaled: untreated 0%, proteasome inhibitor 100% | Potency, µM (titrated, usually from 57.1 µM), inactives show at the highest dose IkBa stabilization activation | 110,000 compounds, 0.04% hits; active means well fitted curve in the direction sought with a large enough effect in the signal ratio, not every such curve was filed as active; inconclusive means small, poorly fitted or top-dose-only effect, or a change in a side signal; the % refers to the signal ratio;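 further: the direction sought is a rising ratio; 0% = basal untreated cells and 100% = reference inhibitor full response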
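Luminescence ratio of IκBα-fused green versus native red beetle luciferase in OCI-Ly3 cells, 4 h post-doxycycline with compound; red signal alone, scaled from basal (0%) to zero light (-100%), flagged nonspecific or cytotoxic effects.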
Peg3 imprint: inducers of genomic imprint erasure in mouse ES cells; mouse ES Peg3-LacZ reporter, beta-gal luminescence, 40 h; Potency, µM (highest dose often 60.7 µM), without a hit: top-dose activity change, positive = activation, hits mostly activators; 110,000 compounds, 0.02% hits; AID 1948;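 further: 0% = negative control wells on the plate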
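Each well holds 300 Peg3LacZ-Neo (maternal) female ES cells incubated 40 h at 37C, 5% CO2. LacZ is measured by BetaGlo luminescence, with AC50 and maximum efficacy derived from dose-response curves.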
* hit, by the source's call; ? = inconclusive; . = not tested or not shown; & = joins results of further samples; [ ] = dose if it differs, or a comment. Unless noted, the call rests on the fitted dose curve; in most records, active means well fitted curve in the direction sought with a large enough effect; inconclusive means small, poorly fitted or top-dose-only effect, or another doubt; inactive means no such curve, though single readings can be large; an effect the other way counts as inactive or inconclusive. Unless noted, on the % scale 0 is the no-effect control and ±100 the full control effect; potency means the concentration at half of the fitted maximal effect.

canonical_smiles	p53ts 39C kill	p53ts 32C tox	IkB signaling	Peg3 imprint
Cc1ccc(Cl)cc1N(C)C(=O)c1cn(C2CCCCC2)c(=O)c2c1c1ccccc1n2C	1.7%	33.5%[activator]	?	-3.5%[10.9 µM]
COC(=O)c1cn(CCOc2ccccc2)c2ccccc12	-4.8%	-10.9%	1.1%	-17.5%
COc1ccc(CNC(=O)CS(=O)Cc2nc(-c3ccccc3C)oc2C)cc1 (stereo unspecified)	4.5%	-3.8%	-0.3%	-3.6%
Cc1cc(NC(=O)c2noc3c2CCCC3)no1	-12.4%	-6.4%	3.4%	-53.9%[inhibitor]
COc1ccccc1CNC(=O)Cc1csc2nc(-c3ccc(F)cc3)cn12	-26.3%	-3.5%	0.9%	-15.3%[10.9 µM]
Oc1c(Cl)cc(Cl)c(Cl)c1Cc1c(O)c(Cl)cc(Cl)c1Cl	-5.9%	-27.9%[1.84 µM]	?	-21.1%&-16.6%
CN(C)c1ccc(NC(=O)CSc2nc3c(c(=O)[nH]2)CCCC3)cc1	-0.8%	-1.4%	1.5%	-8.0%
COc1ccc2cc(CCNC(=O)C3CCCC3)c(=O)[nH]c2c1	22.4%	14.5%	-0.7%	-20.7%
CN(C)CC/C=C1\c2ccccc2CSc2ccccc21	2.5%[20.6 µM]	2.0%[20.6 µM]	-0.1%[25.6 µM]	-17.4%[16.8 µM]
Cc1nn(-c2ccccc2)c(Cl)c1C(=O)Nc1nnc(C2CCCC2)s1	3.7%	-2.6%	?	-12.3%
COCc1c(C(=O)OCC(=O)c2c(N)n(CC(C)C)c(=O)n(C)c2=O)oc2ccccc12	5.6%	-1.7%	?	-22.9%
CCCCOc1ccc(CNC(=O)c2ccc(NC(=O)N3CCCCc4ccccc43)cc2)cc1	?	11.7%	?	-14.2%[10.9 µM]
Cc1nc2cc(NC(=O)Nc3nccs3)ccc2n1C	7.94µM*	7.94µM*	0.9%	-75.0%[inhibitor]
COc1ccccc1N1CCN(C(=O)c2cnn(C(C)(C)C)c2C2CCN(C(=O)OC(C)(C)C)CC2)CC1	3.4%	7.2%	-1.7%	-12.0%[10.9 µM]
COc1ccc(N2CCN(S(=O)(=O)c3ccc(C(=O)NCc4ccco4)cc3)CC2)cc1	-3.8%	2.0%	0.6%	-12.3%
CCC(C)NC(=O)CN(c1ccc(OC)cc1)S(=O)(=O)c1ccc(NC(C)=O)cc1 (stereo unspecified)	10.9%	-1.0%	-0.9%	-10.3%
CCc1nnc(NC(=O)c2cccc(OC)c2)s1	?	12.6µM*	4.5%	-62.4%[inhibitor]
Cc1ccc(Cl)cc1NC(=O)c1oc2ccc(S(=O)(=O)N3CCCCC3)cc2c1C	-24.1%	12.4%	-2.8%	-6.6%[10.9 µM]
COc1ccc(NC(=O)C(=O)NCCc2csc3nc(-c4ccccc4F)nn23)cc1OC	14.1%	2.9%	-0.2%	-11.3%[10.9 µM]
CCCCOP(=O)(c1ccc(N(C)C)cc1)C(O)c1ccncc1 (stereo unspecified)	-3.5%	-5.3%	2.4%	-2.1%
N#CC1=C(N)Oc2n[nH]c(-c3ccncc3)c2C1c1ccsc1 (stereo unspecified)	2.2%	-4.5%	2.1%	3.1%
COc1ccc(CN2CCN(C(=O)CC(C)C)CC2)cc1OC	-8.4%	44.2%[activator]	-4.6%	-12.0%
COc1ccccc1Nc1nc(N)nc(N)c1S(=O)(=O)c1ccccc1	38.5%[activator]	31.1%[activator]	1.0%	11.2%[10.9 µM]
Cc1ccc(CSc2nnc(CCNC(=O)OC(C)(C)C)o2)cc1	-21.5%	7.5%	-2.0%	20.5%[10.9 µM]
CC(=O)c1c(C(C)=O)c(C)n(Cc2ccccc2)c1C	-4.1%	3.5%	5.3%	-14.9%
CCN(CC)CCCNS(=O)(=O)c1ccc(OC)cc1	12.1%	-1.3%	1.8%	-2.0%
CCCCSc1nnc(-c2ccc(NC(=O)CCc3ccccc3)cc2)n1C	0.9%	13.2%	.	.
Cc1oc2ncn(C)c(=O)c2c1C(=O)N1CCN(c2cccc(C(F)(F)F)c2)CC1	0.8%	-7.2%	3.0%	-7.3%[10.9 µM]
Cc1cc2oc(=O)c(CC(=O)O)c(C)c2c2occ(-c3ccc(F)cc3)c12	0.6%	-3.6%	?	-7.9%[10.9 µM]
O=S(=O)(NCC(c1ccco1)N1CCN(c2ccc(F)cc2)CC1)c1ccccc1 (stereo unspecified)	-13.9%	-11.4%	0.7%	-12.0%[10.9 µM]
CCC(=O)N1CCc2cc(Br)cc(S(=O)(=O)CCC(=O)NCc3ccc(Cl)cc3)c21	25.3%	11.7%	?	-10.0%[10.9 µM]
COC(=O)[C@@H]1C[C@H]1[C@@H](NC(=O)c1cnccn1)c1ccccc1	-13.7%	-7.6%	.	-3.7%
CCOc1ccc(NC(=O)CSc2oc(-c3ccc(F)cc3)nc2S(=O)(=O)c2ccc(C)cc2)cc1	?	-18.8%	?	-25.0%[10.9 µM]
COc1ccc(-n2c(/C=C/c3c(C)[nH]c4ccccc34)nc3ccccc3c2=O)cc1	1.6%	-2.9%	?	8.8%[10.9 µM]
Cc1cc(C)nc(/N=c2/ssnc2Cl)c1	22.3%	-1.8%	5.4%	-27.3%
O=C(NCCc1ccc(Cl)cc1)c1ccc2c(c1)N(Cc1ccccc1F)C(=O)c1ccccc1S2(=O)=O	5.7%	10.6%	-0.1%	-9.2%[10.9 µM]
Cc1cc2c(nc1C)CCCN2C[C@@H](O)CN1CCN(C)CC1	4.3%[9.22 µM]	7.8%[9.22 µM]	.	.
O[C@@H](COc1ccc(Cl)cc1Cl)CN1CCCC1	1.1%[9.22 µM]	3.1%[9.22 µM]	0.5%[11.4 µM]	-13.2%[10.9 µM]
Cc1ccc(C)c(N2CCN(C(=O)CSc3ccsc3[N+](=O)[O-])CC2)c1	-1.3%	-3.4%	.	.
Cc1cc(C(=O)N2CCN(c3ccc(F)cc3)CC2)c2c(C)nn(-c3cccc(Cl)c3C)c2n1	-13.0%	13.9%	?	1.3%[10.9 µM]
CCOC(=O)c1cc(C)sc1NC(=O)C1CCC1	-6.4%	4.2%	0.9%	20.5%
CCOc1ccc(C(=O)NCCc2csc(-c3cccc(C)c3)n2)cc1	-23.2%	?	?	-5.0%[10.9 µM]
O=C(CCS(=O)(=O)c1ccc(Br)cc1)N1CCN(c2ccccc2)CC1	2.6%	15.6%	0.1%	-16.0%
COc1cc(S(=O)(=O)Nc2ccccc2C)ccc1Cl	0.2%	8.2%	2.7%	-5.9%
CCCCOc1ccc(C(O)(CC)CCN2CCOCC2)cc1 (stereo unspecified)	8.6%	1.2%	.	.
CC(C)(C)c1nnc2sc(SC/C(O)=C(\C#N)c3nc4ccccc4[nH]3)nn2c1=O	-2.1%	-1.1%	2.5%	-7.2%
O=C(CSc1nnc(-c2cccs2)o1)Nc1cccc(C(F)(F)F)c1	-14.5%	2.7%	-0.5%	-7.2%[10.9 µM]
CNC(=S)N/N=C/c1ccc(OCC(=O)Nc2c(C)cc(C)cc2C)c(OC)c1	-1.2%	?	.	.
O=C(c1cccs1)N(Cc1ccccn1)Cc1ccco1	-1.9%	-2.0%	-0.5%	-9.3%
COC(=O)[C@H](C)[C@H]1C[C@]1(C)[C@H](NC(=O)OCc1ccccc1)c1ccccc1	-20.4%	8.8%	.	-9.6%
CCCn1c(C)nc2c(NCC(C)(C)CN(C)C)nc(C)nc21	10.1%	4.5%	.	-8.1%
COc1cc(-c2noc(-c3cccc(Cl)c3)n2)cc(OC)c1OC	-3.5%	4.8%	-1.1%	0.6%
C#CCOc1ccc(C2CC(=O)Nc3c2c(C)nn3-c2nc(C)cc(C)n2)cc1 (stereo unspecified)	36.6%[activator]	-7.6%	?	-12.4%[10.9 µM]
Cc1ccc(C#CC[N+]2(CC#Cc3ccc(C)cc3)CCCCC2)cc1	-1.7%	25.5%	.	.
Cc1nn(-c2ccc(S(=O)(=O)O)cc2)c(O)c1N=Nc1ccc(-c2ccc(N=Nc3ccc4c(S(=O)(=O)O)cc(S(=O)(=O)O)c(N)c4c3O)c(O)c2)cc1O.[Cu].[Cu]	2.0%[9.22 µM]	-7.6%[9.22 µM]	-0.9%[11.4 µM]	-6.9%[10.9 µM]
COC(=O)CCC(C)C1CCC2C3C(C[C@H](O)C12C)C1(C)CC[C@@H](O)CC1C[C@H]3O (stereo partly specified)	-18.2%	3.4%	.	-13.0%
Cc1ccc(CNCc2c(C(=O)O)c(C)n(Cc3ccc(C)cc3)c2C)cc1	-27.8%	-7.9%	?	21.6%[10.9 µM]
COc1ccc(Cc2nnc(SCc3nc4ccccc4c(=O)[nH]3)o2)cc1	-2.1%	-6.8%	-0.3%	18.0%
COc1ccccc1NC(=O)CSc1ccc2nnc(-c3ccncc3)n2n1	?	-18.1%	-3.4%	?
CO[C@H]1COC(=O)[C@H](C)COC(=O)[C@H](C)NC(=O)C/C=C\[C@H]1C	9.8%[9.22 µM]	9.2%[9.22 µM]	.	.

Next section; the last four above are carried over.
canonical_smiles	p53ts 39C kill	p53ts 32C tox	IkB signaling	Peg3 imprint
Cc1ccc(CNCc2c(C(=O)O)c(C)n(Cc3ccc(C)cc3)c2C)cc1	-27.8%	-7.9%	?	21.6%[10.9 µM]
COc1ccc(Cc2nnc(SCc3nc4ccccc4c(=O)[nH]3)o2)cc1	-2.1%	-6.8%	-0.3%	18.0%
COc1ccccc1NC(=O)CSc1ccc2nnc(-c3ccncc3)n2n1	?	-18.1%	-3.4%	?
CO[C@H]1COC(=O)[C@H](C)COC(=O)[C@H](C)NC(=O)C/C=C\[C@H]1C	9.8%[9.22 µM]	9.2%[9.22 µM]	.	.
COc1cccc(C(=O)Nc2cc(-c3ccccc3)no2)c1	-25.3%	-18.8%	?	-24.3%[10.9 µM]
Cc1ccc(C)c(NC(=O)Cn2cc(S(=O)(=O)N3CCCC3)c(S(=O)(=O)N3CCCC3)c2)c1	-0.1%	-1.9%	6.7%	4.5%[10.9 µM]
Cc1ccc2cc3c(NC(=O)c4ccco4)nn(C)c3nc2c1	14.5%	10.6%	-2.9%	1.3%
CCOc1ccc(CNC(=O)CSc2cc(=O)n(CC)c3ccccc23)cc1	-13.4%	6.4%	-0.1%	10.4%[10.9 µM]
Cc1cccc(NC(=S)NC2CC3CCCC(C2)N3CC(C)C)c1 (stereo unspecified)	2.8%	-7.2%	.	.
COc1ccccc1CNS(=O)(=O)c1ccc(F)c(C(=O)Nc2cc(Cl)ccc2OC)c1	-15.3%	-2.7%	?	-18.8%[10.9 µM]
CS(=O)(=O)N(Cc1nnc(-c2cccs2)o1)c1ccc(Cl)cc1F	-11.0%	1.8%	3.1%	-3.2%
CC1(C)C(O)CC[C@]2(C)C1CC[C@@]1(C)C2C(=O)C=C2[C@@H]3C[C@@](C)(C(=O)O)CC[C@@]3(C)CCC21C (stereo partly specified)	8.3%	5.1%	.	3.1%
Cc1ccc2c(c1)cc(C(=O)Nc1ccc(F)cc1F)n2C	9.9%	0.5%	1.4%	-8.0%[10.9 µM]
CCCOc1ccc(C2c3c(-c4ccccc4O)n[nH]c3C(=O)N2CCCOCC)cc1OCC (stereo unspecified)	-24.0%	7.9%	?	-4.8%[10.9 µM]
CCOc1ccc(CCNC(=O)c2cn(C)c3ccc(S(=O)(=O)N4CCOCC4)cc3c2=O)cc1OCC	16.8%	-6.8%	-1.5%	-7.4%[10.9 µM]
CCc1ccc(-n2c(=O)c3c4c(sc3n(CC(=O)c3ccc(Br)cc3)c2=O)CCC4)cc1	?	-9.0%	4.1%	22.2%[10.9 µM]
CCCOC(=O)CN1C(=O)c2ccc(C(=O)OCCC)cc2C1=O	-0.5%	-3.0%	0.9%	-0.7%
Cc1nc(NCc2ccccc2)c2nc(-c3ccccc3)n(CCN3CCCC3)c2n1	-0.8%	-7.1%	.	-10.6%
